Screening results: PubChem BioAssay, The Scripps Research Institute Molecular Screening Center
PAFAH1B3 FP inh = inhibitors of human PAFAH1B3; recombinant PAFAH1B3, FP-rhodamine probe, fluorescence polarization; inhibition, % at 3.39 µM; 340,000 tested, 0.28% active; AID 492972;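 active means inhibition above the screen-wide average of all tested compounds plus 3 SD, cut at about 25% in these data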;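 further: 0% = enzyme with DMSO only and 100% = wells lacking PAFAH1B3 protein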
PAFAH2 FP inh = inhibitors of human PAFAH2; Q99487; recombinant PAFAH2, FP-rhodamine activity probe, fluorescence polarization; inhibition, % at 3.39 µM; 340,000 tested, 0.99% active; AID 492956;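 active means inhibition above the mean over all tested compounds plus 3 SD, cut at about 30% in these data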;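 further: inhibitors block probe labeling of enzyme so polarization drops; 0% = enzyme with DMSO and 100% = wells lacking PAFAH2 protein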
PME-1 inh = PME-1 (human) inhibition; 320,000 tested, 0.53% active; inhibition, % at 5.9 µM; recombinant PME-1, FP-Rh probe fluorescence polarization; Q9Y570; AID 2130;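 active means inhibition above the campaign mean of all compounds plus 3 SD, cut at about 26% in these data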;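 further: competitive labeling of PME-1 active site by serine hydrolase directed probe; 0% = PME-1 with DMSO and 100% = wells lacking PME-1 enzyme; inhibitors block probe labeling so polarization falls and inhibition rises; many of its hits are not listed in these tables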
Target sequence (Q9Y570 whole entry, looked up): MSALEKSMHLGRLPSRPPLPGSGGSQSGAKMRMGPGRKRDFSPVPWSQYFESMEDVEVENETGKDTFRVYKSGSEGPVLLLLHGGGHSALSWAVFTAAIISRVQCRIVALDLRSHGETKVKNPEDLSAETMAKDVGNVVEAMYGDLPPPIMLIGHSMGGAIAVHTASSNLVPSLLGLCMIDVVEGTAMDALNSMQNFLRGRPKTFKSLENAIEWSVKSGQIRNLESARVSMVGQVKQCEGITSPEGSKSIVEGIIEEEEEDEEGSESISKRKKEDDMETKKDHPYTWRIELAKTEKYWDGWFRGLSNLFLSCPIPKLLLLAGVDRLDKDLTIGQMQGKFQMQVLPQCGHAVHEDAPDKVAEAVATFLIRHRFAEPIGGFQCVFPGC
PAFAH1B2 FP inh = PAFAH1B2 (human) inhibition | 340,000 tested, 1.2% active | inhibition, % at 3.39 µM | AID 492953 | recombinant PAFAH1B2, FP-rhodamine activity probe, fluorescence polarization;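 active means inhibition above the mean of all tested compounds plus 3 SD, cut at about 24% in these data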;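 further: 0% = enzyme with DMSO and 100% = wells lacking PAFAH1B2; many of its hits are not listed in these tables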
Target sequence (P68402 whole entry, looked up): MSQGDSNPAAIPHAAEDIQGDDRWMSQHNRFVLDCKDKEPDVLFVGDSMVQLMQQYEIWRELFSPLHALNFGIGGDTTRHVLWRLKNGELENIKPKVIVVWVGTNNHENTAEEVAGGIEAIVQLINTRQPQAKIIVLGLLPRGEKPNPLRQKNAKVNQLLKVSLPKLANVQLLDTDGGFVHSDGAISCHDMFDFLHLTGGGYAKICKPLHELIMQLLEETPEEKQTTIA
PAD4 FP inh = inhibitors of human PAD4. 330,000 tested, 0.41% active. recombinant PAD4, RCA probe fluorescence polarization. inhibition, % at 6.36 µM;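 active means percent inhibition above a cutoff equal to the mean of all tested compounds plus 3 SD, cut at about 15% in these data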;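 further: 0% = PAD4 with RCA probe and DMSO and 100% = probe without PAD4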
LYPLA1 inh = LYPLA1 (human) inhibition in PME1 counter-screen; O75608; recombinant LYPLA1, FP-Rh probe fluorescence polarization; inhibition, % at 5.9 µM; 320,000 tested, 0.16% active; AID 2174;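 active means inhibition above the mean of all tested compounds plus 3 SD, set per campaign, cut at about 14% in these data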;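 further: inhibitors block serine hydrolase probe labeling of LYPLA1 so polarization falls; 0% = enzyme with DMSO and 100% = wells lacking LYPLA1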
pPAFAH inh = inhibitors of human plasma PAF acetylhydrolase (pPAFAH); Q13093; recombinant pPAFAH, FP-rhodamine probe fluorescence polarization; inhibition, % at 3.39 µM; 330,000 tested, 1.5% active; AID 463082;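 active means inhibition above the mean inhibition across the screen plus 3 SD, cut at about 25% in these data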;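 further: inhibitors block binding of the rhodamine activity-based probe so polarization drops; 0% = enzyme with DMSO and 100% = wells lacking pPAFAH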
GSTO1 inh = counter-screen for RBBP9 inhibitors: inhibitors of human GSTO1 | P78417 | recombinant GSTO1, activity-based probe fluorescence polarization | inhibition, % at 5.96 µM | 300,000 tested, 1.1% active | AID 1974;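 active means inhibition above the campaign mean inhibition plus 3 SD, cut at about 35% in these data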;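 further: 0% = GSTO1-1 with DMSO and 100% = wells lacking GSTO1-1 enzyme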
LYPLA2 inh = counter-screen for PME1 inhibitors: inhibitors of human LYPLA2. 320,000 tested, 0.38% active. O95372. inhibition, % at 5.9 µM. AID 2177. recombinant LYPLA2, FP-Rh probe fluorescence polarization;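 active means inhibition above the screen-wide mean plus 3 SD, limit set per campaign, cut at about 26% in these data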;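 further: 0% = LYPLA2 with DMSO and 100% = wells lacking LYPLA2 enzyme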
Target sequence (O95372 whole entry, looked up): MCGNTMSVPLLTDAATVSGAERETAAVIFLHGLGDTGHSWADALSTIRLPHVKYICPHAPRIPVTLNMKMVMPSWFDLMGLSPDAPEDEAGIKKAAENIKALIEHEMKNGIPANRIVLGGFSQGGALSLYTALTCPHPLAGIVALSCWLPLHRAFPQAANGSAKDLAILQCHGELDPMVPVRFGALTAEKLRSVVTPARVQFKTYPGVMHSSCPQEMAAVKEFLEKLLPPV
* = called active by the depositor; . = no result given. An excerpt, so the mix of outcomes need not match the whole.

SMILES	PAFAH1B3 FP inh	PAFAH2 FP inh	PME-1 inh	PAFAH1B2 FP inh	PAD4 FP inh	LYPLA1 inh	pPAFAH inh	GSTO1 inh	LYPLA2 inh
CCCCC1CCC(C(=O)N(C)CC(=O)Nc2cccc(OC)c2)CC1 (stereo not given)	-2	5	-2	0	-5	-2	-1	.	0
O=C(Cc1cn2ccsc2n1)NCc1ccccc1	0	-4	2	4	0	2	3	7	7
CCOC(=O)c1csc(N)c1-c1ccc([N+](=O)[O-])cc1	0	4	4	3	-4	-2	-1	4	-2
COCCNC(=S)NC1CC2CCCC(C1)N2Cc1ccco1 (stereo not given)	-2	5	-2	-3	-1	0	-2	6	0
O=C(NCCn1c(-c2ccncc2)nc2ccccc21)[C@H]1CCCN1c1nc(CN2CCCCC2)cs1	4	-12	-2	-3	5	1	1	1	3
CC(=O)N1CCN(C(=O)COC(=O)COc2c(C)cc(C)cc2C)CC1	3	4	0	7	-2	-3	2	.	-3
O=c1oc2ccc3ccccc3c2cc1-c1nc2ccccc2o1	2	7	10	4	-4	-1	5	3	2
O=S(=O)(c1ccc(F)cc1)c1nc(-c2ccco2)oc1Nc1ccccc1	-2	-4	1	1	-1	3	6	3	1
CCN(c1ccccc1)S(=O)(=O)c1ccc(C(=O)N(CCCN(C)C)c2nc3c(C)cccc3s2)cc1	1	7	2	5	1	-2	1	0	-1
COc1ccc(C(NC(=O)C2CCCCC2)c2c(O)ccc3ccccc23)cc1 (stereo not given)	-8	-15	-4	0	-6	-6	-26	-10	-4
O=C(c1cccc([N+](=O)[O-])c1)c1ccc2c(c1)C(=O)NC2=O	.	.	2	.	-6	1	7	-1	1
c1csc(Cc2nc(-c3ccc(-n4cccc4)cc3)no2)c1	-2	1	-5	2	0	2	20	7	6
CCN(CC)CCOc1c(Br)ccc2c1sc1nc3n(c(=O)c12)CCC3	7	-1	-6	1	2	3	-1	5	-2
Cc1ccccc1Nc1c([N+](=O)[O-])cncc1[N+](=O)[O-]	15	5	4	-6	1	-1	5	4	1
COCC(=O)Nc1nnc(SCC(=O)N2C(C)CCCC2C)s1 (stereo not given)	4	-7	1	7	3	-1	3	2	2
COC(=O)C1C/C(=N\NS(=O)(=O)c2ccc(C)cc2)c2sccc2C1 (stereo not given)	6	2	4	6	-5	2	4	3	-2
O=C1NC2c3ccccc3C(=O)N2c2c1cnn2-c1ccccc1 (stereo not given)	-3	4	0	-4	2	7	11	-3	2
CC(=O)Nc1ccc(OCC(O)Cn2cnc3ccccc32)cc1 (stereo not given)	11	-3	5	-1	-8	3	-1	-3	11
Fc1ccc(CSc2ncnc3ccccc23)cc1	8	1	6	-4	3	0	3	0	26*
CN1CCN(NC(=O)C2CC2)CC1	20	-5	0	7	-1	-1	1	1	14
C#CCN(C(=O)Nc1ccccc1)c1ccccc1	0	-6	0	3	-5	3	2	0	-4
O=C(NC(=S)Nc1cc(S(=O)(=O)N2CCOCC2)ccc1N1CCOCC1)C1CCCC1	.	.	-1	.	-4	5	8	12	4
Cc1cccc(-n2nnnc2SCC(=O)Nc2cccc(S(N)(=O)=O)c2)c1	4	0	-12	3	2	-4	1	1	-3
COc1cc2nc(N(CCN(C)C)C(=O)c3ccc(S(=O)(=O)N(C)CC4CCCO4)cc3)sc2cc1OC (stereo not given)	8	0	0	-5	2	2	2	6	4
O=C(c1cc2ccccc2oc1=O)N(Cc1ccccc1)Cc1ccc2c(c1)OCO2	14	0	5	4	-1	-3	2	-2	-3
C=CCOc1ccc(C2C(C(=O)c3ccco3)=C(O)C(=O)N2CCCN(CC)CC)cc1 (stereo not given)	-4	-2	0	3	2	-1	4	0	-2
CC(c1cccnc1)N(CCN(C)C)C(=O)Nc1ccc(Cl)cc1 (stereo not given)	6	-9	3	0	3	3	7	-3	3
NC(=O)c1ccccc1NC(=O)c1cc(S(=O)(=O)N2CCCCC2)ccc1N1CCOCC1	9	0	1	1	-2	0	-2	.	-4
COc1ccc(N2CCN(C(=O)CSc3nc4cc(OC)c(OC)cc4cc3C#N)CC2)cc1	6	6	-1	4	-7	2	6	9	11
c1ccc2c(c1)Nc1nccnc1S2	2	5	-1	4	-1	-5	3	2	-4
CNC(=O)CCn1nc(-c2ccc(Cl)cc2)c2ccccc2c1=O	5	-2	-2	-2	3	1	0	13	11
CC1CCCCN1C(=O)Cn1c(=O)n(-c2ccc(F)cc2)c(=O)c2sccc21 (stereo not given)	0	6	0	6	-1	-1	-2	17	-1
Cc1cccc(-n2cc(CNCCc3nc(C)cc(C)n3)c(-c3cccc(F)c3)n2)c1	7	-4	1	-1	-1	-1	-2	-2	-2
CC(C)C(=O)NCCCc1ccccc1	2	-5	3	2	-4	3	-1	4	4
O=C1Nc2ccccc2C12OCC1(CO2)COC2(OC1)C(=O)Nc1ccccc12 (stereo not given)	-1	-8	-2	-2	0	0	0	-2	0
O=C(NCC(=O)N1CCCCCCC1)c1ccccc1Cl	5	3	-5	3	4	0	4	.	3
O=C(c1ccc([N+](=O)[O-])s1)N1CCN(c2cccc(Cl)c2)CC1	7	10	2	-1	-13	-2	8	4	11
O=c1c2ccccc2nc(SCCN2CCCCC2)n1CCc1ccccc1	6	3	5	7	2	1	5	1	2
CCn1c(=O)cc(SCC(=O)Nc2ccc(Cl)cc2)c2ccccc21	-4	6	3	-3	-5	-2	-4	-4	0
COc1coc(C(O)CN)cc1=O (stereo not given)	0	-6	-1	7	-1	-1	4	2	1
Cc1ccc(NC(=O)C2CC(=O)Nc3ncnn32)c(C)c1 (stereo not given)	-3	1	-5	-2	2	4	4	-8	10
COc1cccc(/C=N/NC(=O)NC2CCCCC2)c1O	8	-2	4	2	-3	2	5	38*	4
FCCCOc1ccc(-c2nccc(-c3ccccn3)n2)cc1	6	1	-11	7	-2	-3	8	-6	1
O=C(NC1CCCC1)C(c1ccncc1)N(CC1CCCO1)C(=O)Cn1nnc(-c2cccs2)n1 (stereo not given)	0	5	0	6	1	-5	-4	5	-13
CN(C)/C=C(/C(=O)c1ccccc1)n1cncn1	6	7	0	4	-4	-3	0	-5	0
CCC(=O)N1CCc2cc(S(=O)(=O)NCCN3CCC(C)CC3)ccc21	0	-4	3	-3	-4	2	7	8	10
CC[N+](C)(CC)CCC[n+]1c(-c2ccccc2)c2cc(N)ccc2c2ccc(N)cc21	.	.	54*	.	62*	60*	13	93*	72*
CCOC(=O)Cc1csc(NC(=O)Nc2ccccc2)n1	7	5	0	4	-6	-6	5	1	-4
O=[N+]([O-])c1ccc(S(=O)(=O)c2cccc(C(F)(F)F)c2)nc1	-2	-2	2	10	6	3	3	16	4
COc1cc(NS(=O)(=O)c2ccc(NC(=O)CCC(=O)O)cc2)nc(OC)n1	7	5	5	1	-4	2	3	8	-5

Just LYPLA1 inh, LYPLA2 inh and pPAFAH inh, for 2 of the compounds above:
molecule,LYPLA1 inh,LYPLA2 inh,pPAFAH inh
O=C(NC1CCCC1)C(c1ccncc1)N(CC1CCCO1)C(=O)Cn1nnc(-c2cccs2)n1 (stereo not given),-5,-13,-4
CN(C)/C=C(/C(=O)c1ccccc1)n1cncn1,-3,0,0

(further entries)
SMILES	PAFAH1B3 FP inh	PAFAH2 FP inh	PME-1 inh	PAFAH1B2 FP inh	PAD4 FP inh	LYPLA1 inh	pPAFAH inh	GSTO1 inh	LYPLA2 inh
CCn1c(SCC(=O)NCC2CCCO2)nc2cc(S(=O)(=O)N3CCCCC3)ccc21 (stereo not given)	3	1	8	6	2	6	2	-2	4
O=C(COc1ccccc1)NCCSCc1ccccc1Cl	7	5	5	9	2	-1	3	-6	5
CCOc1ccc2c(c1)c(=O)c(S(=O)(=O)c1ccc(C)cc1)cn2CC	2	-2	-8	1	3	-3	-2	0	3
COc1cc2cc(CCCOC(=O)c3ccco3)oc(=O)c2cc1OC	-3	3	-4	-5	2	2	-4	.	2
COc1ccc(C(=O)NNC(=O)c2ccc(F)c(S(=O)(=O)N3CCOCC3)c2)cc1	4	2	.	2	-3	.	2	.	.
Cc1oc(S(=O)(=O)N(C)C)cc1C(=O)Nc1ccc(Cl)cc1	7	7	4	8	-5	0	5	-7	5
O=C(NCC(c1cccs1)N1CCOCC1)c1cc(Cl)ccc1[N+](=O)[O-] (stereo not given)	6	-9	-4	6	1	2	4	-2	6
Cc1ccccc1OCC(=O)Nc1cc(Cl)ccc1Oc1ccccc1	-3	-2	-7	2	0	3	-1	-2	3
CCc1cccc(NC(=O)C2CCCN(S(=O)(=O)c3ccc4[nH]c(=O)ccc4c3)C2)c1 (stereo not given)	2	-10	-12	5	1	-2	3	-179	5
C=C1CCN([C@@H](C)C(=O)NCc2ccc(Cl)cc2)S(=O)(=O)c2ccccc21	-3	-3	9	9	-1	3	4	-8	10
COc1ccc2c(c1)O/C(=C\c1ccccc1C)C2=O	4	-8	8	2	-2	3	27*	-4	-2
O=C(Nc1ncc(Cc2ccc(SC(F)F)cc2)s1)c1ccc(OC(F)F)cc1	-13	-5	-4	2	-3	-4	5	1	-9

Single records, as listed above. Screens in order: PAFAH1B3 FP inh	PAFAH2 FP inh	PME-1 inh	PAFAH1B2 FP inh	PAD4 FP inh	LYPLA1 inh	pPAFAH inh	GSTO1 inh	LYPLA2 inh
COc1ccc(C(=O)NNC(=O)c2ccc(F)c(S(=O)(=O)N3CCOCC3)c2)cc1 is listed with 4	2	.	2	-3	.	2	.	.
C=C1CCN([C@@H](C)C(=O)NCc2ccc(Cl)cc2)S(=O)(=O)c2ccccc21 is listed with -3	-3	9	9	-1	3	4	-8	10
CCc1cccc(NC(=O)C2CCCN(S(=O)(=O)c3ccc4[nH]c(=O)ccc4c3)C2)c1 (stereo not given) is listed with 2	-10	-12	5	1	-2	3	-179	5
CCOc1ccc2c(c1)c(=O)c(S(=O)(=O)c1ccc(C)cc1)cn2CC is listed with 2	-2	-8	1	3	-3	-2	0	3
Cc1ccccc1OCC(=O)Nc1cc(Cl)ccc1Oc1ccccc1 is listed with -3	-2	-7	2	0	3	-1	-2	3
